Compound activity: PubChem BioAssay, several laboratories
Dengue-2 NS5 capping: Dengue-2 NS5 methyltransferase inhibitors, primary screen, biochemical, confirmation dose response (AID 588689); Dengue-2 NS5 methyltransferase capping enzyme assay, biochemical; higher % means a stronger effect; one-dose inhibition, % at 25 µM; IC50 in µM for titrated hits; actives 0.3% (n = 340,000); in the data active = a potency from the dose series
Rac1 GTP hydrolysis: MgcRacGAP GTPase-activating activity inhibitors, confirmation, biochemical, ADP Hunter fluorescence; MgcRacGAP-stimulated Rac1 GTP hydrolysis, ADP Hunter fluorescence; higher % means a stronger effect; GST-tagged Rac1 F28L mutant substrate; one-dose inhibition, % at 30 µM; IC50 in µM for titrated hits; actives 0.6% (n = 340,000); AID 624330;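 active = first-screen hits whose inhibition reached a set limit at any dose in the follow-up dose series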;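 also: fluorescence reports GDP produced by GAP-driven GTP hydrolysis; strong numbers were not always called active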
HIV fusion peptide: cell-free HIV fusion peptide-binding blockers – biochemical, uHTS, fluorescence dequenching, primary screen (AID 1986) | actives 0.3% (n = 290,000) | cell-free peptide binding, fluorescence dequenching, 30 min; higher % means a stronger effect | inhibition, % at 20 µM; hits with a dose series show IC50 in µM; in the data active = inhibition mostly above about 52%, no sharp cut-off; inactive = mostly below about 76%; also: some results filed as inactive read as strong as hits
LYP phosphatase: PTPN22 lymphoid phosphatase activity blockers – biochemical, fluorescence intensity, uHTS (AID 1779); recombinant LYP phosphatase, fluorescence intensity; higher % means a stronger effect; one-dose inhibition, % at 11.5 µM; IC50 in µM for titrated hits; actives 0.054% (n = 290,000); in the data active = inhibition above about 50%;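 also: plate controls were vehicle with enzyme for no effect and no enzyme for full effect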
RSV antiviral HEp-2: RSV antiviral activity via CPE protection, HEp-2 cells, primary 10 µM value included (AID 2391); HEp-2 cells, RSV-induced CPE inhibition; higher % means a stronger effect; CPE inhibition, % at 10 µM; hits with a dose series show IC50 in µM; actives 0.13% (n = 310,000); in the data active = a potency from the dose series; also: strong numbers were not always called active
Siah-1 displacement: Siah-1 peptide-binding antagonists, primary screen, biochemical, fluorescence polarization, rhodamine-plectin, uHTS (AID 1817); Siah-1 / rhodamine-plectin peptide fluorescence polarization; higher % means a stronger effect; one-dose displacement, % at 20 µM; IC50 in µM for titrated hits; actives 0.02% (n = 290,000);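 active = displacement of at least 50% at 20 µM, with a fluorescence ratio check between 0.3 and a set limit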;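 also: plate controls were Siah plus tracer with DMSO for no effect and tracer alone without Siah for full effect; strong numbers were not always called active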
XIAP displacement: XIAP antagonists, biochemical, IAP family, fluorescence polarization (AID 1018); XIAP BIR domain, fluorescence polarization peptide displacement; higher % means a stronger effect; one-dose displacement, % at 20 µM; IC50 in µM for titrated hits; actives 0.007% (n = 200,000); in the data active = displacement above about 50%; also: a part of the inactive calls stands beside numbers as strong as those of hits
AID2073: inhibitors of Mint1-CaV2.2 protein interaction, biochemical, HTRF (AID 2073); HTRF protein-protein interaction, Mint1-CaV2.2; higher % means a stronger effect; one-dose inhibition, % at 20 µM; IC50 in µM for titrated hits; actives 0.19% (n = 290,000); in the data active = inhibition mostly above about 51%, no sharp cut-off; also: some results filed as inactive read as strong as hits
Large T inhibition: SV40 large T antigen inhibitors, biochemical (AID 1903). SV40 large T antigen ATPase/helicase inhibition assay; higher % means a stronger effect. inhibition, % at 20 µM, or IC50 in µM where a hit was titrated. actives 0.39% (n = 310,000); in the data active = a potency from the dose series; also: strong numbers were not always called active
Active calls of the source: *; · = not tested or not shown.

SMILES	Dengue-2 NS5 capping	Rac1 GTP hydrolysis	HIV fusion peptide	LYP phosphatase	RSV antiviral HEp-2	Siah-1 displacement	XIAP displacement	AID2073	Large T inhibition
CCOC(=O)c1ccc(NC(=S)N(Cc2cccnc2)Cc2ccco2)cc1	-3.6%	6.7%	-0.3%	0.2%	0.8%	-8.3%	-11.0%	-9.3%	16.1%
CCn1c(SCc2nc3ccccc3[nH]2)nnc1-c1ccc(OC)cc1	-2.0%	4.0%	0.5%	-3.3%	0.5%	1.9%	-3.1%	-12.2%	3.2%
Cc1ccc(S(=O)(=O)c2c(C)cc(C)nc2N2CCOCC2)cc1	2.2%	-1.1%	-0.8%	0.8%	-0.4%	19.3%	-10.5%	-3.3%	19.7%
NS(=O)(=O)c1ccc(CNc2ccc3ccccc3n2)cc1	-1.7%	3.3%	1.1%	-5.5%	0.7%	7.3%	·	7.2%	1.5%
COC(=O)c1ccc(NC(C(=O)OC)C(C)C)c([N+](=O)[O-])c1 (configuration not stated)	-1.9%	9.4%	0.5%	-3.5%	0.6%	3.4%	-5.1%	5.2%	5.2%
COc1cccc(OCC(=O)Nc2ccccc2-c2ccccc2)c1	·	·	-0.6%	-3.3%	3.5%	0.2%	-1.3%	1.1%	·
Cc1cc(C(F)(F)F)cc(NNC(=O)NC(=O)c2ccccc2Cl)n1	·	·	-0.6%	0.7%	1.4%	-2.3%	·	3.5%	8.4%
CCOC(=O)CN(C(=O)COc1ccc2c(C)cc(=O)oc2c1)c1ccc(OCC)cc1	2.7%	11.9%	0.2%	-0.4%	1.4%	-1.9%	-3.1%	0.9%	3.5%
Cc1ccc(S(=O)(=O)N2CCC(C(=O)NCCCOC(C)C)CC2)cc1	0.7%	10.8%	0.1%	-3.5%	2.1%	-3.1%	-26.8%	34.8%	-8.7%
CN1CCN(CC#Cc2ccccc2)CC1CCO (configuration not stated)	-10.5%	8.8%	1.2%	-8.6%	3.7%	5.1%	·	27.1%	3.9%
O=C(Nc1cc(C(F)(F)F)ccc1F)C1CCCCC1	-9.6%	2.6%	-0.7%	0.4%	0.0%	9.9%	-4.1%	7.8%	6.0%
CN(C(=O)COC(=O)CNC(=O)C12CC3CC(CC(C3)C1)C2)C1CCS(=O)(=O)C1 (configuration not stated)	-4.5%	-6.5%	0.6%	-5.1%	1.1%	12.5%	-12.6%	-2.0%	6.7%
CC(C)c1ncc(S(=O)(=O)c2ccc(C(F)(F)F)cn2)c(N)n1	-0.8%	6.4%	0.7%	-2.9%	·	0.5%	·	14.3%	-3.8%
Cc1ccc(NN2C(=O)C=C(c3ccccc3)C2=O)cc1	·	·	-3.3%	1.2%	·	-1.8%	-8.0%	46.1%	23.3%
O=C(N1CCN(c2ncccn2)CC1)C12CC3CC(CC(C3)C1)C2	-4.6%	0.7%	·	·	1.7%	·	·	·	0.9%

Part of the list above, limited to Rac1 GTP hydrolysis, XIAP displacement and LYP phosphatase.
| SMILES | Rac1 GTP hydrolysis | XIAP displacement | LYP phosphatase |
| --- | --- | --- | --- |
| COc1cccc(OCC(=O)Nc2ccccc2-c2ccccc2)c1 | · | -1.3% | -3.3% |
| Cc1cc(C(F)(F)F)cc(NNC(=O)NC(=O)c2ccccc2Cl)n1 | · | · | 0.7% |

Part of the list above, set out differently.
Dengue-2 NS5 capping | Rac1 GTP hydrolysis | HIV fusion peptide | LYP phosphatase | RSV antiviral HEp-2 | Siah-1 displacement | XIAP displacement | AID2073 | Large T inhibition | Compound
-3.6% | 6.7% | -0.3% | 0.2% | 0.8% | -8.3% | -11.0% | -9.3% | 16.1% | CCOC(=O)c1ccc(NC(=S)N(Cc2cccnc2)Cc2ccco2)cc1
-2.0% | 4.0% | 0.5% | -3.3% | 0.5% | 1.9% | -3.1% | -12.2% | 3.2% | CCn1c(SCc2nc3ccccc3[nH]2)nnc1-c1ccc(OC)cc1
2.2% | -1.1% | -0.8% | 0.8% | -0.4% | 19.3% | -10.5% | -3.3% | 19.7% | Cc1ccc(S(=O)(=O)c2c(C)cc(C)nc2N2CCOCC2)cc1

(more compounds)
SMILES	Dengue-2 NS5 capping	Rac1 GTP hydrolysis	HIV fusion peptide	LYP phosphatase	RSV antiviral HEp-2	Siah-1 displacement	XIAP displacement	AID2073	Large T inhibition
Cc1sc2ncnc(N3CCC(C(=O)Nc4nnc(CC(C)C)s4)CC3)c2c1C	-2.9%	3.5%	·	·	0.2%	·	·	·	7.3%
CCC1COCCS(=O)(=O)N1Cc1cccc(Cl)c1 (configuration not stated)	-5.7%	6.0%	0.5%	-11.6%	1.9%	-5.2%	·	6.3%	-1.2%
Cc1ccc(-c2nc(C)sc2CC(=O)OCC(=O)Nc2cccc([N+](=O)[O-])c2)cc1	1.9%	2.2%	3.6%	8.0%	2.3%	4.6%	-3.0%	-2.5%	-11.9%
CCC(C(=O)NC1CCCCC1)n1nc(C)c2c(C)n(-c3ccccc3)nc2c1=O (configuration not stated)	-3.5%	9.3%	-0.3%	-6.0%	4.5%	7.5%	·	6.1%	12.4%
COc1ccc(-c2noc(CN(C)S(=O)(=O)c3ccc(C)cc3)n2)cc1	-2.4%	9.2%	-0.9%	5.5%	2.0%	1.5%	0.3%	-1.1%	1.7%
N#CC1=C(N)OC2=C(C(=O)CC(c3ccccc3)C2)C1c1ccoc1 (configuration not stated)	-1.4%	-4.7%	43.2%	8.6%	1.5%	5.2%	-3.5%	6.4%	11.3%
COC(=O)c1cccnc1-n1c(=O)c2cccnc2n(Cc2cccc(C(F)(F)F)c2)c1=O	-2.3%	13.4%	2.4%	-5.5%	1.4%	18.5%	-4.4%	7.1%	3.1%
c1ccc(Cn2nnc3c(N4CCc5ccccc5C4)ncnc32)cc1	-3.4%	5.0%	0.4%	1.5%	6.5%	-0.8%	-5.0%	1.9%	6.0%
CCC(=O)n1nc(-c2ccco2)nc1N	-11.1%	8.7%	0.3%	-11.7%	·	-4.7%	-6.4%	44.4%	10.5%
Cc1cc(C(=O)NNC(=O)c2c(-c3c(Cl)cccc3Cl)noc2C)no1	0.0%	4.2%	-0.6%	-5.8%	2.7%	6.1%	·	7.8%	-11.9%
CC(C)C(C(=O)NCC1CCCO1)N(Cc1cccs1)C(=O)CNS(=O)(=O)c1ccccc1 (configuration not stated)	-0.8%	-1.7%	-1.9%	-3.0%	0.4%	0.8%	-2.2%	-3.6%	-3.1%
COc1ccccc1/C=C(/C(=O)OCC(=O)Nc1ccc(N(C)C)cc1)c1ccccc1	-9.6%	61µM*	-1.1%	6.0%	8.0%	1.1%	-24.5%	-3.7%	30.0%
O=C(c1ccc(Cl)cc1)N(Cc1ccco1)C1CCS(=O)(=O)C1 (configuration not stated)	-1.4%	6.6%	0.6%	-9.3%	4.4%	1.4%	·	5.4%	11.9%
Cc1cccc(OCC(=O)O/N=C(\N)Cc2cccs2)c1	0.0%	3.2%	1.2%	-5.9%	3.4%	-1.1%	-3.6%	-3.2%	4.9%
CC1CC(C)CN(CCCSc2ccccc2)C1 (configuration not stated)	-1.5%	12.9%	-2.3%	-5.5%	-0.4%	-0.7%	-1.5%	-2.6%	5.3%
Cc1c(C(=O)N2CCCCCC2)c(S(=O)(=O)NCc2ccccc2Cl)c(C)n1C	-5.3%	5.9%	0.3%	-5.6%	0.9%	-2.5%	·	-0.7%	12.5%
COc1ccc(Cl)cc1C(=O)NNC(=O)c1nc2nc(C)cc(C)n2n1	3.5%	7.2%	-1.4%	-5.6%	1.4%	8.7%	·	3.8%	8.5%
Cc1ccccc1C(=O)N1CCC(C(=O)N(CC(C)C)c2c(N)n(Cc3ccccc3)c(=O)[nH]c2=O)CC1	-6.6%	5.4%	·	·	1.3%	·	·	·	6.0%
Fc1ccc(COc2ccc(C(=S)N3CCCC3)cc2)cc1	6.6%	12.3%	-1.2%	-2.8%	16.0%	2.7%	·	5.2%	4.9%
O=c1c2c3c(sc2n(CCN2CCCC2)c(=O)n1Cc1ccco1)CCCCC3	-8.1%	6.6%	-1.8%	-7.5%	-1.7%	-3.8%	-9.2%	28.7%	22.3%
Fc1ccccc1NC(=S)Nc1cccc2cnccc12	28.9%	14.1%	10.6%	-3.6%	2.4%	102.1%	-1.6%	44.0%	14.2%
Cc1cc(N2CCN(S(=O)(=O)c3ccc(C)c(C)c3)CC2)c2ccccc2n1	-6.4%	4.8%	11.9%	-6.9%	3.6%	3.8%	-3.9%	1.9%	3.3%
CC(C)(C)NC(=O)C1CC(=O)OC12CCCCC2 (configuration not stated)	0.6%	10.3%	-1.0%	-9.4%	1.2%	1.1%	-3.7%	1.5%	5.3%
COc1ccc(-n2nc(C(=O)NCC(=O)NCCCN3CCOCC3)c3ccccc3c2=O)cc1	2.2%	6.6%	1.1%	-7.0%	1.0%	-1.6%	·	2.9%	10.1%
Cc1[nH]c2ccccc2c1SCC(=O)N1CCCCC1	-13.9%	5.2%	-0.1%	-4.9%	1.3%	1.9%	-4.7%	-1.8%	1.2%
Cc1[nH]c2ccccc2c1C(C[N+](=O)[O-])c1cccc(O)c1 (configuration not stated)	-3.8%	11.2%	-1.3%	-3.6%	4.0%	-3.1%	-5.9%	0.8%	10.8%
COc1ccccc1C(=O)NCCC(=O)NNC(=O)Cn1ccc(C(F)(F)F)n1	-6.6%	-6.3%	·	·	0.1%	·	·	·	7.3%
Cc1ccc(CC2SC(N)=NC2=O)cc1 (configuration not stated)	0.0%	-8.9%	-0.4%	-2.7%	-0.9%	-3.2%	-7.6%	3.7%	0.3%
O=c1oc(Cl)c(Cl)c2ccccc12	-2.9%	2.5%	·	·	1.5%	·	·	·	5.5%
Cc1ccccc1NS(=O)(=O)c1nnc(NC(=O)c2ccccc2C)s1	-0.7%	3.8%	9.3%	3.3%	2.7%	0.6%	·	3.3%	5.9%
Cc1nn(C(=O)CN2C(=O)c3ccccc3C2=O)c(C)c1Br	-3.3%	12.1%	-0.2%	-4.8%	1.3%	-5.3%	-4.3%	-5.0%	-1.7%
CCCC1=C(C(=O)OCC)C(c2ccc(OC)c(CSc3ccccn3)c2)C(C#N)=C(N)O1 (configuration not stated)	1.9%	-11.7%	-0.1%	2.5%	3.3%	4.7%	-13.8%	-7.9%	3.3%
COc1ccc(CNC(=O)CN(Cc2ccccc2OC)C(=O)c2csnn2)cc1	-3.7%	8.5%	0.6%	-10.7%	0.7%	3.9%	·	7.4%	8.2%
